# Compound activity deposited in PubChem BioAssay by National Center for Advancing Translational Sciences (NCATS).
# GALK inh – galactokinase (human) inhibition | P51570 | Potency, µM (highest dose often 57.5 µM), for inactives: top-dose activity change, negative = inhibition, most hits filed as inhibitors | 270,000 tested, 0.007% active | Purified GALK, Kinase-Glo residual ATP luminescence; also: potency is read from the fitted curve at half-maximal effect; % is scaled to controls: 0 for no effect and ±100 for the full control effect
#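 Kinase-Glo Plus luminescence measured ATP left after a 1 h room-temperature reaction. The reaction used 5 nM GALK, 100 uM galactose and 35 uM ATP at pH 8.0 (20 mM HEPES, 5 mM MgCl2, 60 mM NaCl, 1 mM DTT, 0.01% BSA).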
# B2AR arrestin – agonists driving beta-arrestin recruitment to human beta2-adrenergic receptor; 330,000 tested, 0.02% active; Potency, µM (doses to about 46.1 µM), without a hit: top-dose activation, usual class: activators; beta-arrestin recruitment to beta2AR, cell-based reporter;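 also: potency is read from the fitted curve at half-maximal effect; 0% = DMSO controls and full agonism = EC100 isoproterenol or metaproterenol; nearly all actives have a fitted effect of over 65% in size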
# Giardia kill – Giardia lamblia killing; 340,000 tested, 0.15% active; Giardia lamblia trophozoite viability; activity change, % at 7.66 µM, hits read low; in the data active = activity change below about -80%; inconclusive = between about -30% and that limit;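 also: parasites exposed to compound for two days anaerobically before the ATP read; % is scaled to controls: 0 for no effect and ±100 for the full control effect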
#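 Trophozoites 100 cells/well + cpd; 48 hrs, 37 deg C, anaerobic. ATPLite 1-Step added, 15-30 min RT, luminescence read (ATP-based viability).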
# FBPA coupling cs – counter-screen for Giardia aldolase inhibitors: coupling enzyme system; activity change, negative = inhibition, % at 58.2 µM, hits read low; AID 2472; coupling enzyme system counterscreen, AmpLite Red fluorescence; 290,000 tested, 0.67% active; in the data active = activity change below about -30%; also: % is scaled to controls: 0 for no effect and ±100 for the full control effect
#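 Counterscreen of the coupled detection system alone, without aldolase: glyceraldehyde-3-phosphate coupling enzymes plus AmpLite Red readout. Compounds at 57.5 uM final, 10 min RT preincubation, 20 min RT reaction, fluorescence 525/598 nm.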
# CXXC DNA block – blocks binding of human MLL CXXC domain to DNA | Potency, µM (top dose mostly 115 µM), for inactives: at the highest dose activity change, negative = inhibition, actives largely listed as inhibitors | Q03164 | 290,000 tested, 0.037% active | AID 2662 | MLL-CXXC / FITC-HOXA9 DNA fluorescence polarization; active = well fitted inhibition curve with a large enough effect in the polarisation, with a control signal flat, not every such curve was filed as active; inconclusive = small, poorly fitted or top-dose-only effect, or effect the other way, or a change in a side signal; inactive = no such curve, though single readings can be large or run the other way; the % refers to the polarisation; also: potency is read from the fitted curve at half-maximal effect
#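 Steps: dispense CXXC domain solution (7 uM) → pin compounds or unlabeled HOX-A9 DNA control → 5 min ambient → add FLSN-HOX-A9 solution (50 nM) → spin → 30 min ambient → fluorescence polarization. Tris pH 7.5/NaCl/DTT/BSA buffer.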
# Menin MLL FP TR – inhibitors of human menin-MLL interaction, mutant MLL peptide; Menin + Texas Red MLL mutant peptide, fluorescence polarization; Potency, µM (doses to about 61.6 µM), for the others: at the highest dose FP activity change, negative = inhibition, most hits filed as inhibitors; O00255; 270,000 tested, 0.23% active; AID 1768; active = well fitted inhibition curve with a large enough effect in the polarisation, with a control signal flat, not every such curve was filed as active; inconclusive = small, poorly fitted or top-dose-only effect, or effect the other way, or a change in a side signal; inactive = no such curve, though single readings can be large or run the other way; the % refers to the polarisation; also: potency is read from the fitted curve at half-maximal effect; % of control where 0% means no effect; many of its hits are not listed in these tables
# USP2a block – blocks human ubiquitin-specific protease USP2a; USP2 core, Ub-CHOP2 coupled fluorogenic reporter, 485/531; Potency, µM (titrated, usually from 38.3 µM), for inactives: at the highest dose activity change, negative = inhibition, most hits filed as inhibitors; 330,000 tested, 0.01% active;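 also: potency is read from the fitted curve at half-maximal effect; plate controls were DMSO wells for no effect and full inhibition by NEM control for full effect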
# Target sequence (O75604 whole entry, looked up): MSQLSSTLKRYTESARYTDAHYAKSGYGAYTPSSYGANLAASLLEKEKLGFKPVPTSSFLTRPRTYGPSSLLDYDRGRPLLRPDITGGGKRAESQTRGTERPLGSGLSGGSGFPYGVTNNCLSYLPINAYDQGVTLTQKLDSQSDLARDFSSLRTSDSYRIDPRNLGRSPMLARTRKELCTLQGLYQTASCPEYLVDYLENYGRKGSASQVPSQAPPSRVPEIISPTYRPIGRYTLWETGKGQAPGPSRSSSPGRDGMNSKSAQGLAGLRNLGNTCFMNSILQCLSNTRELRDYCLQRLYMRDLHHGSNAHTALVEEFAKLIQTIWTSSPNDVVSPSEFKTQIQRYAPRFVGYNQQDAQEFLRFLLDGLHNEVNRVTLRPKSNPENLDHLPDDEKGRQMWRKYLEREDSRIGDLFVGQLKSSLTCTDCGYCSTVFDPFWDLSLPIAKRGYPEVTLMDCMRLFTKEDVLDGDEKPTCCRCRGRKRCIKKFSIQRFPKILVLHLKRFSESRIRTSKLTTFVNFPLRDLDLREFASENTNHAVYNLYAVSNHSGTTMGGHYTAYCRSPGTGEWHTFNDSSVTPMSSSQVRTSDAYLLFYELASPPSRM
#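 USP2 core (10nM final) preincubated 30min RT with compound in 20mM Tris-HCl pH 8.0, 2mM CaCl2, 2mM beta-mercaptoethanol, 0.05% CHAPS; 25nM Ub-CHOP2 plus 25nM reporter substrate added, fluorescence (Ex485/Em531) read after 60min.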
# KCNH2 3.1 inh – blocks the human KCNH2 3.1 channel isoform; 340,000 tested, 0.95% active; activity change, % (tested at about 1.8 µM); U2OS KCNH2 3.1, thallium flux FluxOr; active compounds read low; AID 720553;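 active = maximum activity change below -70%; inconclusive = maximum activity change from -70% to -50%; inactive = maximum activity change above -50%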;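 also: thallium influx rate constant from kinetic fluorescence after stimulation buffer; % is scaled to controls: 0 for no effect and ±100 for the full control effect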
#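 Measured as rate of thallium-driven FluxOr signal in transduced U2OS cells carrying the 3.1 channel, read kinetically for 2 min upon stimulation; values are rate constants scaled to DMSO control wells.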
# hERG WT inh – inhibitors of human wildtype KCNH2 potassium channel. U2OS, BacMam KCNH2, thallium flux FluxOr; active compounds read low. 340,000 tested, 0.37% active. activity change, % at 1.84 µM. Q12809;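 active = maximum activity change below -70%; inconclusive = maximum activity change between -70% and -50%; inactive = maximum activity change above -50%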; also: % is scaled to controls: 0 for no effect and ±100 for the full control effect
#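 U2OS cells were transduced with wild-type KCNH2 virus (2.03 x 10^8 / mL) for 4 h at room temperature, then cultured overnight at 37 C. Thallium flux was read with FluxOr dye. Rate constants were normalized to DMSO controls.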
# TRPV1 agonist – human TRPV1 agonism; AID 540275; TRPV1-expressing cells, Fluo-8 calcium influx, agonist mode; Q8NER1; 320,000 tested, 0.19% active; activation, % at 8.33 µM; in the data active = activation above about 80%; inconclusive = between about 30% and that limit; also: 0% is about no effect
#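 TRPV1-expressing cells were cultured overnight at 35.5C and loaded with Fluo-8 calcium dye for 40 to 90 min at room temperature. After a 10 s baseline, compound was added and calcium influx was read kinetically for 3 min (ex 480/em 520 nm).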
# PKM2 act – increases activity of human pyruvate kinase M2. P14618. 260,000 tested, 0.34% active. purified PKM2, Kinase-Glo ATP luminescence, activation; response scale: 0% is enzyme alone, no compound. Potency, µM (titrated, usually from 57.5 µM), without a hit: top-dose activation, most hits filed as activators; also: potency is read from the fitted curve at half-maximal effect; % is scaled to controls: 0 for no effect and ±100 for the full control effect; nearly all actives have a fitted effect of over 55% in size
# Target sequence (P14618 whole entry, looked up): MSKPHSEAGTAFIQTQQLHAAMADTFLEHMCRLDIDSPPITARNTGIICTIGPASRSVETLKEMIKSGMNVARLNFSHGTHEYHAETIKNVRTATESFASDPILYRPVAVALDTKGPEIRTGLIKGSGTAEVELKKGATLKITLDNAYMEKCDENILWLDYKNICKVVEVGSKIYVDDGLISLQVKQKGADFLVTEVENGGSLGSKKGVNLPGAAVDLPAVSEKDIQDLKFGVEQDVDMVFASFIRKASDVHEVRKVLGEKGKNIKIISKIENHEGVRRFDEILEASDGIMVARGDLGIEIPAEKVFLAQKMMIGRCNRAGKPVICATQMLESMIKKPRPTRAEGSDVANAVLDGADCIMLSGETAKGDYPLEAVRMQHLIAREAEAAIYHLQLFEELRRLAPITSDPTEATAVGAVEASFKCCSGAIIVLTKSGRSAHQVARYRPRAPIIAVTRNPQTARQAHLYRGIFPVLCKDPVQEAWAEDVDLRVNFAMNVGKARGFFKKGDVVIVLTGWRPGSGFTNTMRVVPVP
#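 Purified hPK-M2 (>95% pure) converted ADP (0.1 mM final) to ATP with 0.5 mM PEP in 50 mM imidazole pH7.2, KCl, MgCl2, Tween 20, BSA; 1 h at room temperature. ATP detected by Kinase-Glo luminescence.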
# Active calls of the source: *; ? = inconclusive; nt = no result given; [ ] = dose if it differs, or a comment. Unless noted, calls follow the shape of the dose curve; as a rule, active = well fitted curve in the direction sought with a large enough effect; inconclusive = small, poorly fitted or top-dose-only effect, or another doubt; inactive = no such curve, though single readings can be large; an effect the other way counts as inactive or inconclusive. A portion of the library; rates above refer to the full screens.
SMILES,GALK inh,B2AR arrestin,Giardia kill,FBPA coupling cs,CXXC DNA block,Menin MLL FP TR,USP2a block,KCNH2 3.1 inh,hERG WT inh,TRPV1 agonist,PKM2 act
COc1ccc(-c2sc(C(=O)c3ccc(Cl)cc3Cl)cc2CC(=O)O)cc1,1%,-0.8%,0,1,1%,77%[activator],1%,6,-3,-3,nt
O=C1c2ccccc2C(=O)N1CNc1ccccc1,0%,-0.1%,5,3,18%,-11%,-2%,1,-22,3,8%
CCN(CC)CCN(C(=O)CCOc1ccccc1)c1nc2c(F)cc(F)cc2s1,-3%,-0.9%,1,2,1%,?,2%,6,4,-1,-3%
OCC1(CCc2ccccc2)CCN(C/C=C/c2ccccc2)CC1,-1%,4.6%,-3,2,10%,-2%,4%,-107*,-135*,1,-6%
Cc1ccc(NC2=NCC(=O)N2Cc2ccc3c(c2)OCO3)c(C)c1,2%,-0.2%,-18,0,5%,14%,-2%,6,-8,10,2%
Cc1nn(CC(=O)OCC(=O)NCCc2ccc(F)cc2)c(C)c1[N+](=O)[O-],nt,-0.2%,10,nt,nt,nt,6%,-5,1,nt,nt
CC(C(=O)O)c1ccc(CC2CCCC2=O)cc1 (stereo not given),nt,nt,1,nt,?,-3%,nt,-1,2,nt,nt
COc1ccc2cc(CCN3C(=O)c4ccccc4C3=O)c(=O)[nH]c2c1,nt,-0.8%,2,0,0%,-2%,0%,0,-11,-5,0%
CC(C)COC(=O)c1nnsc1NC(=O)Nc1ccccc1,4%,-0.5%,6,2,8%,-7%,-1%,-2,5,8,0%
CC(C)Oc1ccc(C(=O)Nc2ccc(Cl)c(S(=O)(=O)Nc3ccc(Cl)cc3)c2)cc1,2%,0.8%,-7,3,7%,?,-11%,1,-9,-2,5%
COc1cc(NC2c3ncccc3C(=O)N2Cc2ccco2)cc(OC)c1 (stereo not given),-5%,0.3%,-4,-22,-6%,-23%,1%,6,-5,-3,16%
O=C(NCc1ccco1)C1CCN(C(=O)c2ccc(Cl)cc2)CC1,nt,0.0%,-3,nt,nt,nt,0%,0,-4,-3,nt
CC(=O)N(C(C)=O)c1cccc2c(N(C(C)=O)C(C)=O)cccc12,-1%,-0.2%,-13,2,6%,2%,0%,-1,-10,-2,7%
CC(=O)NC1=NN(C(C)=O)C(C)(c2cccnc2)S1 (stereo not given),-1%,-0.2%,1,2,-5%,0%,2%,7,-12,1,4%
COC(=O)C1=CN(Cc2ccc(OC)cc2)C=C(C(=O)OC)C1c1cc(OC)c(OC)c(OC)c1,nt,-0.6%,-23,0,-3%,?,5%,-1,5,3,nt
CNc1nn(-c2cccc(Cl)c2)nc1N,1%,0.0%,0,1,13%,36%[activator],2%,-13,-6,-1,-6%
Clc1cccc(Cl)c1NC1=NCCC1,0%,0.4%,21,0,0%,6%,3%,1,1,-1,-2%
CCCCCCCN=C(C)c1ccccc1O,-1%,0.0%,5,2,0%,nt,4%,11,2,-1,0%
O=C(Nc1ccccc1F)NC1CCCc2ccccc21 (stereo not given),nt,-0.4%,4,2,11%,nt,0%,1,-3,-5,0%
CC(=O)c1ccc2c(c1)Nc1ccccc1S2,0%,-0.3%,2,-1,-3%,35%[activator],4%,-3,0,?,-7%
COc1ccc(OC)c2c(=O)cc(C(=O)O)[nH]c12,0%,-1.1%,3,-3,-13%,nt,0%,-10,2,4,9%
CCOC(=O)c1c(C)oc2ccc(OC(=O)c3cccs3)cc12,nt,-0.6%,13,-2,-2%,-10%,-1%,4,12,9,-5%
CC(C)(C)NC(=O)CN1C(=O)NC(c2ccccc2)(c2ccccc2)C1=O,-1%,0.1%,-6,-1,-14%,-14%,0%,11,2,0,-2%
O=C(COC(=O)C1CC2CCCC(C1)C2=O)c1cccc(Br)c1 (stereo not given),nt,-0.1%,10,nt,nt,nt,-1%,-4,-12,6,nt
CCOC(=O)Cc1csc(SCC(=O)NC2CCCC2)n1,nt,0.4%,4,nt,nt,nt,2%,-22,6,0,nt
Cc1cc(/C=C2/NC(=O)NC2=O)c(C)n1-c1ccccn1,2%,3.1%,-14,-1,1%,-3%,5%,23,1,-5,-9%
COc1ccccc1N1CCN(C2CCN(C3CCC(c4ccccc4)CC3)CC2)CC1 (stereo not given),-1%,-0.1%,nt,-1,2%,-14%,0%,nt,nt,-3,-1%
O=C(C[n+]1cc(-c2ccc(F)cc2)n2c1CCC2)Nc1nc(-c2ccccc2)cs1,0%,-0.9%,-11,1,16%,-28%,-2%,-1,-12,-3,0%
CN1CCN(c2ccc(NC(=O)Cc3ccccc3)cc2)CC1,0%,-0.1%,-15,4,0%,12%,1%,6,-4,-5,2%
O=C(NNC(=O)c1cccc(S(=O)(=O)N2CCCCC2)c1)c1ccccc1,nt,0.4%,12,nt,nt,nt,2%,19,4,nt,nt
COc1ccc2c(c1)c(C(=O)N/N=C/c1ccccc1Cl)c(C)n2C,0%,-0.1%,-5,-5,-5%,nt,0%,-4,3,-1,3%
CCn1nc(NC(=O)Cc2ccc(OC)cc2)c2cc3cc(C)ccc3nc21,-3%,-0.5%,4,1,-20%,nt,2%,-14,-18,19,3%
COc1ccc(/C=N/NC(=O)c2ccc(Br)cc2)cc1Cn1cc(Cl)cn1,1%,0.1%,-3,6,23%,5%,0%,-14,1,0,0%
COc1ccc(NC(=O)CC(c2ccccc2)c2ccco2)cc1 (stereo not given),6%,-0.9%,-6,-5,3%,31%[activator],-8%,3,-6,29,7%
CCN(CC)C(=O)CC(c1ccccc1)c1ccco1 (stereo not given),0%,0.8%,7,0,1%,-1%,0%,-11,-17,2,-2%
C/C(=N/NC(=O)CNC(=O)c1cccnc1)c1ccc([N+](=O)[O-])cc1,0%,-0.1%,-11,0,-13%,6%,5%,27,1,4,1%
CN(c1cccc(NC(=O)c2ccccc2N(C)S(C)(=O)=O)c1)S(C)(=O)=O,0%,-0.2%,2,-2,2%,-22%,-1%,-10,8,-3,1%
COc1ccc(C(=O)Nc2ccc(C(=O)N3CCCC3)cc2)cc1[N+](=O)[O-],6%,-0.5%,-29,-2,2%,-8%,0%,-1,-6,-4,-1%
C#CCn1cc(/C=N/NC(=O)COc2cccc3cccnc23)c2ccccc21,0%,-0.5%,-10,1,23%,2%,0%,3,18,-5,1%
COc1ccccc1N1CCN(C(=O)C2CCN(S(=O)(=O)c3ccc4c(c3)CC(C)N4C(C)=O)CC2)CC1 (stereo not given),-4%,-0.4%,2,0,1%,4%,3%,0,2,-2,nt
COc1ccc(NC(=O)CSc2nc(C)cs2)c(OC)c1,-1%,0.1%,4,0,10%,-2%,-1%,12,-2,3,1%
CCNC(=O)CN(c1ccc(F)cc1)S(=O)(=O)c1ccc2c(c1)OCCO2,-1%,-0.4%,50[activator],0,-1%,14%,0%,28,-5,0,-2%
COc1ccc(C2CC(c3cccc(OC)c3)n3nc(N)nc3N2)cc1 (stereo not given),-1%,-0.1%,-7,-1,5%,0%,2%,8,-14,-2,-4%
CCCN1C(=O)N(c2cccc(C)c2)C(C)(O)CC1(C)C (stereo not given),0%,-0.7%,-20,5,-18%,nt,-5%,24,-4,nt,-13%
COc1ccc(S(=O)(=O)N(CC(=O)NCc2cccnc2)c2ccc(C)cc2)cc1OC,7%,0.5%,-10,5,2%,nt,3%,21,13,2,nt
FC(F)(F)c1ccccc1-n1c(CN2CCCCC2)n[nH]c1=S,7%,-1.7%,4,2,7%,nt,8%,0,1,2,-7%
O=C(CN1CCSC1=NCc1ccccc1)c1ccc(Cl)c(Cl)c1,1%,0.8%,-17,1,6%,6%,-11%,-24,8,11,1%
Cn1c(=O)c2c(nc(NC3CCCCC3)n2CC(=O)C23CC4CC(CC(C4)C2)C3)n(C)c1=O,-4%,2.6%,5,3,-5%,12%,4%,2,13,27,-3%
Cc1ccc(NC(=O)C(OC(=O)c2ccc(F)cc2)c2ccccc2)cc1Cl (stereo not given),1%,-0.1%,-25,-2,15%,?,5%,-8,-1,20,1%
Cc1cc(=O)n2nc(N3CCC(C(=O)Nc4c(F)c(F)c(F)c(F)c4F)CC3)sc2n1,9%,-0.3%,-12,0,23%,-1%,0%,6,-4,1,nt
Fc1ccc(N=Cc2ccc[nH]2)cc1,-1%,-0.1%,-10,1,5%,2%,-1%,-3,1,-1,-3%
O=C(O)C(NC(=O)C1CCCN1C(=O)OCc1ccccc1)c1ccccc1 (stereo not given),11%,-0.2%,1,5,?,-6%,0%,8,-7,-1,nt
